High-throughput results (PubChem BioAssay)
Hsp90 Hop PPI – changes Hsp90-Hop TPR2A binding signal, up or down; 71,000 tested, 0.44% active; AlphaScreen TPR2A-His6 binding biotin-Hsp90 C-terminal peptide; Potency, µM (top dose mostly 57 µM), inactives show top-dose activity change, negative = inhibition; active = well fitted curve in either direction with a large enough effect; inconclusive = small, poorly fitted or top-dose-only effect, or another doubt; also: potency is read from the fitted curve at half-maximal effect; % is scaled to controls: 0 for no effect and ±100 for the full control effect; many of its hits are not listed in these tables
USP2a inh – inhibitors of human ubiquitin-specific protease USP2a. USP2a enzymatic assay, qHTS inhibition. Potency, µM (doses to about 38.3 µM), inactives show top-dose activity change, negative = inhibition, usual class: inhibitors. 60,000 tested, 0.1% active. O75604. AID 927;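 also: potency is read from the fitted curve at half-maximal effect; nearly all actives have a fitted effect of over 60% in size; plate controls were DMSO for no effect and NEM full inhibition control for full effect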
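Inhibition is measured in a cell-free coupled assay with 20 nM USP2 core, 20 nM Ub-PLA2 and 20 uM NBD C6-HPC, 2.5 h incubation. Activity normalized to NEM control.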
CRE-bla Fsk – alters forskolin-stimulated CRE reporter signaling in CHO cells; Potency, µM (doses to about 38.2 µM), for the others: top-dose activity change, negative = inhibition, usual class: activators; 71,000 tested, 2.5% active; CHO CRE-bla reporter (cAMP response element driving beta-lactamase), forskolin EC10, beta-lactamase ratio; AID 662; active = well fitted activation curve with a large enough effect in the signal ratio, with a control signal flat, not every such curve was filed as active; inconclusive = small, poorly fitted or top-dose-only effect, or effect the other way, or a change in a side signal; the % refers to the signal ratio; also: potency is read from the fitted curve at half-maximal effect; % of control where 0% means no effect
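Using CellSensor CRE-bla CHO cells in Opti-MEM with 0.5% dialyzed FBS, compounds were titrated with EC10 NKH 477 for 3 h at 37 °C. CCF4 ratio (460/530 nm) gave %Activity; AC50 derived.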
HBB splicing – modulators of hemoglobin beta chain splicing. HBB splicing reporter cell assay, activation; EGFP reporter with mutant IVS2-654 intron; response scale: normalised to 500 nM splice-correcting PNA. Potency, µM (highest dose often 46.1 µM), without a hit: at the highest dose activation, actives largely listed as activators. 65,000 tested, 0.06% active. AID 925; also: potency is read from the fitted curve at half-maximal effect; 0% is about no effect
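Compounds were applied for 2 days to HeLa EGFP-654 cells, 500/well in Optimem with 2% FCS. The reporter's EGFP is disrupted by mis-splicing of beta-globin intron IVS2-654. Readout: summed well GFP fluorescence from 488 nm laser scanning; reference was 500 nM antisense […] 654 PNA.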
BRCT PPI red – BRCT-phosphoprotein interaction inhibition (red fluorophore) | 75,000 tested, 0.03% active | P38398 | Potency, µM (highest dose often 76.9 µM), for inactives: top-dose activity change, negative = inhibition, actives largely listed as inhibitors | BRCT-phosphopeptide binding, red fluorescence polarization; also: % is scaled to controls: 0 for no effect and ±100 for the full control effect
Target sequence (P38398 whole entry, looked up): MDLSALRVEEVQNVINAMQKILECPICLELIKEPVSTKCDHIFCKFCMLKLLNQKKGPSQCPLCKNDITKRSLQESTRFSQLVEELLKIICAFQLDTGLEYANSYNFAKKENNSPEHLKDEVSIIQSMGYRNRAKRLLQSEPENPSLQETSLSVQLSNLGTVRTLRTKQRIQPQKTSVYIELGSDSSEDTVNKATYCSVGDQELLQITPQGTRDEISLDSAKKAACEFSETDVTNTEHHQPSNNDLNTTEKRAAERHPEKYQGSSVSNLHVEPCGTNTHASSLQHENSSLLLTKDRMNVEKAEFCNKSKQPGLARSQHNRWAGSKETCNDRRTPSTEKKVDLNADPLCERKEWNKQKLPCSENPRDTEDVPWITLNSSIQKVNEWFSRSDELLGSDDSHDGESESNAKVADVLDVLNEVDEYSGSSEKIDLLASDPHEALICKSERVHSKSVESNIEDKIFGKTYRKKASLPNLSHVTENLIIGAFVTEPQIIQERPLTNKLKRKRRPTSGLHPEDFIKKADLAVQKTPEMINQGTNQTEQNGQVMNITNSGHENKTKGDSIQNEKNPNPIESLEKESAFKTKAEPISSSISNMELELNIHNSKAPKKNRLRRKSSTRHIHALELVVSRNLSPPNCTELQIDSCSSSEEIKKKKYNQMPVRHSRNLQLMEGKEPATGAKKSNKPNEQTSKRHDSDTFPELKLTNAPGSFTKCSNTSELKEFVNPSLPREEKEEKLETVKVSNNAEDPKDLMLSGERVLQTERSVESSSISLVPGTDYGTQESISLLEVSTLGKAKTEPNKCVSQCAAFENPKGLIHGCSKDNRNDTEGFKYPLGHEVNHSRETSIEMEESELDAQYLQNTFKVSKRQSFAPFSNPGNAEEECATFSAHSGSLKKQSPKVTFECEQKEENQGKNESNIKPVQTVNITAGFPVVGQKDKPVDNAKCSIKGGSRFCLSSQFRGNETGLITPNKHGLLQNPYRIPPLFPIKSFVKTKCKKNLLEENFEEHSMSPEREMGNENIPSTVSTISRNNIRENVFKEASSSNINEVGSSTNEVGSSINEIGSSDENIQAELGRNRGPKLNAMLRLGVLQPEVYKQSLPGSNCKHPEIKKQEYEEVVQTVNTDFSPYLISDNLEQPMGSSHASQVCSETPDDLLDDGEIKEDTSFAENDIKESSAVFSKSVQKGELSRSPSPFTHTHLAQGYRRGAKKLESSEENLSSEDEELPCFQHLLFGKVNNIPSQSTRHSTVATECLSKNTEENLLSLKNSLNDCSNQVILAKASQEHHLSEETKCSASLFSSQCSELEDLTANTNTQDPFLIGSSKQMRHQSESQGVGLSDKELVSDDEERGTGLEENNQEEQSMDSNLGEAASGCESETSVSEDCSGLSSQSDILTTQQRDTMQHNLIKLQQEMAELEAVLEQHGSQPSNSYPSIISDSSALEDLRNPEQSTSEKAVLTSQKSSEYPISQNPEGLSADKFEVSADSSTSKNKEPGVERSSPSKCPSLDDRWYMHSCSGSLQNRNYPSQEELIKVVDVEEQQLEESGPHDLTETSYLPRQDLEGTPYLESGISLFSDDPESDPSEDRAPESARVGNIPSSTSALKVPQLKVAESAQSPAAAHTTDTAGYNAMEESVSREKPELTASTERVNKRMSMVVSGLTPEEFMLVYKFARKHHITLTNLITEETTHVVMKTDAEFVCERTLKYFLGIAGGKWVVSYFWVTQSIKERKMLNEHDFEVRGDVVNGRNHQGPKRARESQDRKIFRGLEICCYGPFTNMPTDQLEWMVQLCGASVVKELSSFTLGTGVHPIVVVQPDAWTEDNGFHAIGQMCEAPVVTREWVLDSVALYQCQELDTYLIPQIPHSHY
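Fluorescence polarization: 100 nM His-tagged BRCA1 BRCT with 100 nM TAMRA-labelled phospho-BACH1 decapeptide, phosphate buffer pH 7.3 with 150 mM NaCl, DTT, 0.01% Tween 20; 12 min RT. Binding inhibition seen as FP decrease.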
Epigenetic mod – derepresses silenced GFP locus in mouse C127i cells; mouse C127i GFP locus derepression, cytometry, 30 h; Potency, µM (top dose mostly 46.1 µM), for the others: at the highest dose GFP derepression (activation); 68,000 tested, 0.09% active; also: % of control where 0% means no effect
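Murine C127i mammary cells carrying a silenced, stably integrated CMV-driven GFP reporter were treated with compound for 30 hours at 37 C. After PBS washes, GFP-positive cells were counted by laser-scanning microplate cytometry.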
DNA Pol III inh – blocks replication by bacterial DNA polymerase III holoenzyme | reconstituted DNA polymerase III holoenzyme replication, biochemical | 71,000 tested, 0.25% active | Potency, µM (titrated, usually from 57.1 µM), without a hit: at the top dose activity change, negative = inhibition; also: potency is read from the fitted curve at half-maximal effect; % is scaled to controls: 0 for no effect and ±100 for the full control effect
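Reconstituted *E. coli* holoenzyme (0.35 nM Pol III, 1 nM beta, 154 nM SSB, 2 nM primase) was preincubated with compound for 15 min at RT. Synthesis on 1.4 nM ssM13Gori ran 35 min, then was stopped with PicoGreen/EDTA and read as dsDNA fluorescence.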
BRCT inh green – inhibitors of human BRCA1 BRCT-phosphoprotein interaction (green fluorophore); P38398; BRCA1 BRCT-phosphopeptide binding, green fluorescence polarization; Potency, µM (series often up to 76.9 µM), for the others: at the highest dose activity change, negative = inhibition, actives largely listed as inhibitors; 75,000 tested, 0.05% active; AID 875;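 also: potency is read from the fitted curve at half-maximal effect; plate controls were peptide without protein for full effect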
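Compounds were incubated for 12 min at room temperature with a complex of 100 nM fluorescein-tagged pBACH1 decapeptide and 250 nM His-tagged BRCT protein. Buffer was phosphate pH 7.3 with EDTA, DTT and Tween 20. Disruption of binding lowers the polarization signal.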
15-hLO inh – inhibitors of human 15-lipoxygenase (ALOX15). P16050. purified 15hLO-1, xylenol orange hydroperoxide absorbance. Potency, µM (highest dose often 57.1 µM), for the others: top-dose activity change, negative = inhibition, actives largely listed as inhibitors. 74,000 tested, 1.4% active; also: potency is read from the fitted curve at half-maximal effect; % is scaled to controls: 0 for no effect and ±100 for the full control effect; nearly all actives have a fitted effect of over 55% in size
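Compounds were preincubated 15 min at room temperature with 40 nM purified human enzyme (25 mM Hepes pH 7.5, 0.01% Triton X-100); 50 uM arachidonic acid reacted 6 min. Fe-xylenol orange detection, 30 min, absorbance ratio 573/405 nm.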
HADH2 inh – blocks human hydroxyacyl-CoA dehydrogenase type II. recombinant HADH2, NADH fluorescence, beta-hydroxybutyryl-CoA. Potency, µM (top dose mostly 57.1 µM), without a hit: top-dose activity change, negative = inhibition, hits mostly inhibitors. 73,000 tested, 3.4% active; also: potency is read from the fitted curve at half-maximal effect; % is scaled to controls: 0 for no effect and ±100 for the full control effect; nearly all actives have a fitted effect of over 60% in size; many of its hits are not listed in these tables
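Buffer 100 mM Tris-HCl pH 9.0/0.01% Tween-20; HADH2 20 nM; NAD+ 1 mM; beta-hydroxybutyryl-CoA 90 uM (all final). 15 min cpd preincubation, RT.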
Ub-GFP proteasome – ubiquitin-GFP accumulation via proteasome inhibition; Ubiquitin-GFP reporter cells, proteasome inhibition, GFP fluorescence; response scale: untreated = 0%, 10 µM MG-132 = 100%; Potency, µM (titrated, usually from 45.9 µM), for the others: top-dose activation (GFP accumulation), hits mostly activators; 67,000 tested, under 10 active; active = well fitted activation curve with a large enough effect, not every such curve was filed as active; inconclusive = small, poorly fitted or top-dose-only effect, or another doubt; inactive = no such curve, though single readings can be large or run the other way; also: potency is read from the fitted curve at half-maximal effect
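U2OS cells expressing ubiquitin(G76V)-GFP, seeded overnight in 0.5% FBS medium, then treated 4 hr at 37 C across 46 uM to 2.9 nM. GFP-positive cells counted by laser cytometry (488 ex/515 em); %activity scaled between basal and 10 uM MG-132.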
Active calls of the source: *; ? = inconclusive; / = no result given; & = joins results of further samples; [ ] = dose if it differs, or a comment. Unless noted, calls follow the shape of the dose curve; as a rule, active = well fitted curve in the direction sought with a large enough effect; inconclusive = small, poorly fitted or top-dose-only effect, or another doubt; inactive = no such curve, though single readings can be large; an effect the other way counts as inactive or inconclusive. An excerpt, so the mix of outcomes need not match the whole.

SMILES	Hsp90 Hop PPI	USP2a inh	CRE-bla Fsk	HBB splicing	BRCT PPI red	Epigenetic mod	DNA Pol III inh	BRCT inh green	15-hLO inh	HADH2 inh	Ub-GFP proteasome
CC(C)=C[C@H]1[C@@H](C(=O)Oc2ccccc2C(C)C)C1(C)C	?	/	?	4.6%[9.22 µM]	-0.9%[15.4 µM]	6%[9.22 µM]	-10%[11.4 µM]	-1.4%[15.4 µM]	4%[11.4 µM]	16%[11.4 µM]	-3%[9.17 µM]
O=C(Nc1cccc(Cl)c1)C1CCCN(S(=O)(=O)c2cnc[nH]2)C1 (configuration not stated)	5%	/	-5%	0.8%	0.3%	3%	2%	-1.2%	2%	11%	9%
O=S(=O)(NC1CCCC1)c1ccc(S(=O)(=O)N2CCc3ccccc32)cc1	-4%	8%	5%	/	-0.2%	-2%	-11%	0.7%	-13%	-8%	4%
O=c1[nH]c2ccccc2n1CCCSCCCn1c(=O)[nH]c2ccccc21	-5%	28%	-14%	-0.1%[57.5 µM]	0.0%	0%	-6%	0.7%	-2%	2%	-4%
CCOc1ccc(C2=[N+]([O-])C(C)(C)N(O)C2(C)C)cc1	2%	1%	2%	0.7%[57.5 µM]	0.4%	-2%	-9%	-3.3%	-2%	2%	5%
CCOC(=O)c1ccc(NC2OC(=O)c3ccccc32)cc1 (configuration not stated)	2%	-4%	-2%	/	-0.5%	-4%	5%	-0.6%	-1%	-19%	-5%
CS(=O)(=O)Nc1cccc(-c2cncnc2Nc2ccc(F)cc2)c1	1%	25%	-2%	-0.6%	-1.0%	-2%[9.22 µM]	-4%	-0.3%	?	?	0%
O=C(CSc1ccccc1C(=O)NCCCN1CCCC1=O)NCc1ccco1	-1%	-4%	-8%	-0.1%[57.5 µM]	0.3%	3%	-3%	-2.0%	-4%	?	0%
Cc1nc2ccc(Br)cn2c1NC(C)(C)C	1%	-3%	-3%	/	0.0%	-2%	-6%	-0.1%	2%	12%	5%
COc1ccccc1-c1ccc(C(=O)O)o1	1%	-5%	-11%	-1.1%	-0.3%	-1%	-2%	0.1%	-8%	25µM*	16%
CCOC(=O)c1[nH]c(C)c(CN(CCc2ccccc2)S(C)(=O)=O)c1C	-4%[2.3 µM]	/	?	-0.2%	1.0%	/	1%	4.1%	-16%	14%	5%
c1ccc2c(c1)ncc1cccn12	0%	-4%	-4%	-0.7%[9.22 µM]	0.4%	-4%	-6%	-0.6%	2%	25µM*	-15%
CCN1C(=O)c2cccc3c(S(=O)(=O)NC(Cc4c[nH]c5ccccc45)C(=O)O)ccc1c23 (configuration not stated)	0%	-4%	-7%	0.0%	-1.4%	4%	-5%	-2.4%	-2%	-3%	4%
CSc1n[nH]c(NC2=CC(=O)CCC2)n1	-2%	-4%	-10%	1.9%[57.5 µM]	-0.5%	-2%	-5%	0.2%	0%	0%	6%
CC(=O)CCc1c(C)[nH]c2ccc(NC(C)=O)cc2c1=O	-2%	/	5%	-0.1%	1.1%	0%	-7%	-2.2%	?	-30%	-3%
Cn1c(=O)n(-c2ccccc2)c(=O)c2c3c(sc21)COC(C)(C)C3	-4%	-7%	8%	3.3%[0.369 µM]	0.0%	11%	-9%	0.1%	3%	-4%	4%
CC(C)c1cc(C(F)(F)F)n2nc(C(=O)Nc3ccc4c(c3)OCO4)cc2n1	-1%	10%	?	/	0.4%	-3%	0%	0.3%	2%	-5%	-1%
Cc1ccc(Cl)cc1N1CCN(C(=O)CN2C(=O)c3cccc4cccc2c34)CC1	24%	37%[activator]	-4%	-2.5%	0.3%	-5%	1%	-0.1%	-26%	11%	-1%
Cc1csc(NC(=O)Nc2ccc(Cl)cc2)n1	-3%	-5%	-1%	-0.4%	-0.7%	6%	-7%	1.0%	-8%	16%	-6%
CCCCCCC(=O)N(O)C1CC(=O)N(Cc2ccccc2)C1=O (configuration not stated)	-6%	22%	?	0.0%	-0.6%	?	-1%	-0.8%	-28%	-4%	5%
Nc1nc(SCC(=O)c2ccc(Br)cc2)c2[nH]cnc2n1	-2%[11 µM]	/	4%[7.6 µM]	3.5%[9.22 µM]	1.8%[15.4 µM]	-1%[9.22 µM]	-7%[11.4 µM]	-0.1%[15.4 µM]	0%[11.4 µM]	20%[11.4 µM]	-8%[9.17 µM]
CCCCCCCC/C=C\CCCCCCCC(=O)NCCO	1%&-4%	20%	?	-0.8%	-5.5%	1%&0%	0%&-7%	3.1%	3%[25.6 µM]	-25%&27%	-2%&5%
CC(C)CNC(=O)c1cccc(Cn2cc(Cl)cn2)c1	-2%	4%	5%	-0.3%	-0.6%	4%	6%	1.2%	19%	-6%	4%
CC(C)CN(CC(C)C)c1nnc(N)s1	-5%[2.3 µM]	/	-6%	-1.0%	-1.9%	/	4%	-2.5%	-22%	-4%	-2%
COC(=O)C/C=C\[C@@H](C)[C@@H](/C=N\OC[C@@H]1O[C@H](c2ccccc2)C=C[C@@H]1Oc1ccc(OC)cc1)NS(=O)(=O)c1ccc(C)cc1	/	/	/	0.3%[9.22 µM]	0.5%[15.4 µM]	/	/	-3.0%[15.4 µM]	2%[11.4 µM]	1%[11.4 µM]	/
CCCCCCCCCCC(C)(C)C(=O)Nc1c(OC)cc(OC)cc1OC	/	/	/	-0.3%	-3.3%	/	/	-4.6%	?	-4%	/
C=CCOC(=O)C(C#N)c1nc2ccccc2nc1N1CCN(Cc2ccccc2)CC1 (configuration not stated)	-14%	23%	?	0.4%[1.84 µM]	1.0%	4%	0%	2.8%	-28%	3%	7%
CC1CCN(CCNC(=O)c2ccc(NC(=O)C3CCCO3)cc2)CC1 (configuration not stated)	2%	1%	-1%	2.5%	-0.7%	0%	-5%	-1.2%	3%	7%	1%
CCOC(=O)C1=C(C)S/C(=C\N(C)C)C1=O	-1%	6%	-1%	-2.3%	0.2%	-4%	0%	-1.9%	4%	?	9%
Cc1ccccc1OC1C=CC(c2ccccc2)OC1CO (configuration not stated)	/	/	/	0.9%[9.22 µM]	0.3%[15.4 µM]	/	/	0.5%[15.4 µM]	10%[11.4 µM]	-15%[11.4 µM]	/
O=C(O)CN1CCN(Cc2ccccc2Cl)C1=O	-1%	0%	2%	1.5%[0.369 µM]	-0.1%	0%	-1%	-1.6%	1%	4%	/
Cc1ccc(C)c(Cn2c(=O)n(CCC(=O)NCc3ccco3)c(=O)c3ccccc32)c1	-1%	-2%	?	6.9%	0.8%	1%	-5%	-3.1%	-14%	12%	-9%
CCOc1ccccc1NC(=O)C1CCCN1C(=O)OCc1ccccc1 (configuration not stated)	4%	9%	-1%	0.1%	-0.9%	0%	2%	-0.6%	-4%	12%	1%
Cc1nnc2sc(-c3ccco3)nn12	-4%	-6%	5%	-0.5%	0.4%	1%	-5%	-3.3%	-1%	3%	4%
O=C(O)C1(NS(=O)(=O)c2ccc(F)c(Cl)c2)CCCCC1	-16%	37%[activator]	-18%	0.2%	0.0%	2%	-2%	-0.4%	-10%	14%	-6%
COc1ccccc1/C=c1\sc2nc(-c3ccncc3)nn2c1=O	-4%	-6%	-1%	0.9%	0.9%	6%	-2%	-1.0%	17%	-2%	-2%
CCn1nnc(-c2ccccc2NC(=O)c2ccc(-n3cnnn3)cc2)n1	-1%	3%	16%	-0.4%	0.7%	-1%	-3%	-3.4%	-13%	?	2%
c1ccc(B2OC[C@@H]3OB(c4ccccc4)O[C@H]([C@@H]4COB(c5ccccc5)O4)[C@@H]3O2)cc1	2%[11 µM]	/	3%[7.6 µM]	0.4%[9.22 µM]	1.9%[15.4 µM]	3%[9.22 µM]	-11%[11.4 µM]	-2.7%[15.4 µM]	10%[11.4 µM]	11%[11.4 µM]	-3%[9.17 µM]
Cc1onc(-c2ccccc2)c1C(=O)Nc1c(C)n(C)n(-c2ccccc2)c1=O	-1%	-2%	-8%	-1.2%	-0.1%	-3%	-3%	-2.0%	8%	7%	9%
